p-CIP stab down: compounds decreasing mouse p/CIP protein stability. Q05BA5. 0.01% of 290,000 active. decrease of EGFP signal, % at 10 µM. F442A p/CIP-EGFP cells, EGFP fluorescence, 16 h;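 active = EGFP signal decrease of at least 30% at 10 µM or well 3 SD below plate mean, unless failing retest; inactive = the rest, including hits failing retest or dose response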; also: some compounds called inactive have numbers as strong as hits; many of its hits are not listed in these tables
PfM18AAP inh: PfM18AAP enzyme inhibition | 1.2% of 290,000 active | recombinant PfM18AAP, H-Glu-NHMec fluorogenic cleavage | inhibition, % at 7.35 µM;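 active = inhibition above the campaign mean inhibition over all tested compounds plus 3 SD, cut at about 28% in these data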;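 also: 0% = plate median of test compound wells and 100% = 2 mM ZnCl2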
FID counter: fluorescent intercalator displacement, NS3 helicase counter-screen; DNA fluorescent intercalator displacement, fluorescence; inhibition, % at 7.9 µM; 0.17% of 290,000 active; in the data active = inhibition above about 37%;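 also: 0% = vehicle and 100% = reference compound; higher means more ethidium bromide displaced from hairpin DNA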
IDE inh: cellular human IDE inhibition | P14735 | HEK cells, FAbetaB cleavage, fluorescence polarization | inhibition, % at 5.59 µM | 0.41% of 320,000 active;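 active = percent inhibition above the average of all tested compounds plus 3 SD, set per screening campaign, cut at about 16% in these data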;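 also: IDE supplied by intact live HEK cells; FP after avidin binding of uncleaved biotin substrate so inhibition keeps polarization high; 0% = DMSO wells and 100% = 60 µM reference IDE inhibitor Ii1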
IDE act: boosts human insulin-degrading enzyme activity in HEK cells | activation, % at 5.96 µM | 0.073% of 340,000 active | P14735 | FAbeta-B cleavage, fluorescence polarization; 0% vehicle, 100% cell-free pure enzyme wells;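 active = activation above the mean of all tested compounds plus 3 SD, set per screening campaign, cut at about 17% in these data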
VIM-2 inh: blocks Pseudomonas aeruginosa VIM-2 metallo-beta-lactamase; purified VIM-2, nitrocefin hydrolysis, epi-absorbance fluorescence; inhibition, % at 5.6 µM; 0.89% of 290,000 active; AID 1527;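 active = inhibition above the mean of all tested compounds plus 3 SD, cutoff set per screening run, cut at about 7.5% in these data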;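 also: red hydrolysis product quenches plate fluorescence so inhibitors raise well fluorescence; 0% = enzyme with DMSO and 100% = DMSO without enzyme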
IMP-1 inhibitor: inhibitors of Pseudomonas aeruginosa IMP-1 metallo-beta-lactamase. purified IMP-1, nitrocefin hydrolysis, epi-absorbance fluorescence. 0.45% of 290,000 active. inhibition, % at 5.6 µM;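 active = inhibition above the mean plus 3 SD of all compounds in the same screening run, cut at about 4.5% in these data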;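 also: 0% = IMP-1 with DMSO and 100% = DMSO wells lacking enzyme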
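Assay system: purified IMP-1; Quantity: IMP-1 0.2 nM before substrate addition; Medium: HEPES buffer pH 7.1 with ZnSO4 and Brij 35; Incubation: 15 min enzyme–compound preincubation, then 25 min nitrocefin reaction, 25 °C; Signal: fluorescence quenching readout, ex 480/em 530 nm; Controls: DMSO with and without IMP-1; Repeats: singlicate testing.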
UBC9 SUMO inh: SUMOylation inhibition. HTRF SUMOylation assay, SAE1/SAE2 + UBC9, in vitro. inhibition, % at 35 µM. 0.36% of 290,000 active. AID 2006; in the data active = inhibition above about 50%, passing the limit was not always enough; also: strong numbers were not always called active
Target sequence (P63279 whole entry, looked up): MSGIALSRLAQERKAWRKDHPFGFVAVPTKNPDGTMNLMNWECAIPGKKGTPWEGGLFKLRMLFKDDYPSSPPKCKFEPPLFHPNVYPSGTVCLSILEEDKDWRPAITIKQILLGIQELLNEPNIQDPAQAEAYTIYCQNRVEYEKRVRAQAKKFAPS
NS3 helicase inh: inhibitors of Hepatitis C virus NS3 helicase; 0.56% of 290,000 active; inhibition, % at 10.9 µM; NS3 helicase DNA unwinding, Cy5 molecular beacon fluorescence;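 active = inhibition above the mean of all tested compounds plus 3 SD, set per campaign, cut at about 35% in these data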;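 also: 0% = DMSO wells and 100% = thioflavine S control wells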
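Material: hepatitis C virus NS3 helicase domain fragment enzyme; measured by: Cy5 fluorescence, 0 and 60 min reads; control set: DMSO and thioflavine S; incubation: 60 min unwinding reaction at 25 °C after ATP addition; read-out basis: % inhibition from 60/0 min fluorescence ratio, DMSO 0%, thioflavine S 100%; repeats: singlicate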
Numbers without * were called inactive; . = not tested or not shown. Not a hit list; overall some 3.6% were active at least once.

SMILES	p-CIP stab down	PfM18AAP inh	FID counter	IDE inh	IDE act	VIM-2 inh	IMP-1 inhibitor	UBC9 SUMO inh	NS3 helicase inh
COC(=O)CCc1c(C)c(C(=O)c2cc(F)c(F)c(F)c2F)c2ccccn12	10	15	-8	-3	-3	-1.0	-5.5	-1	14
Oc1ccc(N2CCN(Cc3c(-c4ccccc4)nc4ccccn34)CC2)cc1	-6	34*	-14	-3	3	0.4	-2.6	-1	0
Cc1ccc(C(C)C)cc1NC(=O)Nc1ccc([N+](=O)[O-])cc1	-19	-3	13	0	1	-0.5	-1.2	-8	-1
Cc1csc(NC(=O)CCCSc2nc3ccccc3s2)n1	-5	-6	-13	2	-9	-2.9	-2.4	17	-7
Cc1nc(NC(=O)CSc2nc3cccnc3n2C2CCCCC2)sc1C	4	6	0	-3	6	-3.6	-3.3	16	-1
Cc1cc(CN2CCN(CCC#N)CC2)c(O)c(C2(C)CCCCC2)c1	-16	6	-3	0	0	-2.9	-3.2	-31	-1
CCn1c(C(=O)N2CCc3ccccc3C2)cc2sccc21	-4	3	-22	2	3	0.2	-6.2	15	-2
Cc1ccc(NC(=O)c2cccs2)cc1NC(=O)c1cccnc1	-15	-1	0	-5	6	-1.0	-3.0	6	14
O=C1CCC(C(=O)Nc2ccc(OC(F)F)cc2)N1 (stereo not given)	0	-4	-3	-3	-2	-2.2	-2.3	-7	4
COCCCNC(=O)c1ccc(CN2CCc3ccccc3C2)cc1	-10	5	3	-1	-1	-2.5	-1.5	-1	-1
CCN(C(=O)c1coc(=O)c(Br)c1)c1ccc2c(c1)OCO2	-30	11	6	0	4	4.0	3.8	19	6
Cc1nc(Nc2ccc3c(c2)OCO3)c2oc3ccccc3c2n1	-8	1	-12	9	-4	3.2	-2.2	-8	-7
CC(=O)NC1CC2CCCC(C1)N2C(=O)Nc1ccc(Cl)c(C(F)(F)F)c1 (stereo not given)	8	-8	-7	7	4	-3.2	-3.9	-9	-6
O=C1CCC(C(=O)OC(C(=O)c2c[nH]c3ccccc23)c2ccccc2)=NN1 (stereo not given)	4	0	-12	3	5	-3.1	-3.1	3	4
CCNC(=S)N(Cc1c(C)noc1C)c1ccccc1	-7	-1	-2	4	4	-1.7	-1.7	13	11
Cc1cccc(NC(=O)/C(C#N)=C\c2cc(C)n(-c3ccc(C(=O)O)cc3)c2C)c1	10	4	-32	8	-3	-2.2	-2.0	12	17
Cc1ccc(N2C(=O)NC(C(F)(F)F)(C(F)(F)F)C3=C2CC(C)(C)CC3=O)cc1	1	-5	-14	6	1	-1.9	-0.7	3	-3
COCCCn1c(SCC(=O)NCc2ccccc2)nc2ccccc2c1=O	-2	-2	-23	1	5	-2.5	-1.6	14	-1
c1ccc(CN2CCN(c3ncccn3)CC2)cc1	12	0	0	5	5	-2.8	-2.7	10	10
CCCc1cc(C(=O)NC2CCCCC2)no1	-3	-3	3	5	10	-3.1	-2.4	11	6
COc1ccccc1NC(=O)CSc1ccc(-c2ccccn2)nn1	3	7	-16	-1	2	-0.9	-4.8	2	-7
COc1ccc(C(C(=O)NC2CCCC2)N(C(=O)c2snc(-c3ccc(F)cc3)c2N)c2ccc(OC)cc2)cc1 (stereo not given)	-11	-3	-5	9	4	-0.9	-1.4	5	-12
COc1cccc(C2C(C(=O)c3ccc(C)o3)=C(O)C(=O)N2CCN2CCOCC2)c1OC (stereo not given)	8	22	-17	0	7	-1.1	-0.8	8	1
CC1=NN(c2ccc(C)cc2C)C(=O)C1C(c1ccccc1O)C1C(=O)N(c2ccc(C)cc2C)N=C1C (stereo not given)	4	6	-20	7	5	-3.9	-1.7	41	10
CCN1C(=O)c2ccc(C(=O)NCc3ccccc3)cc2C1=O	-12	2	-2	2	-2	-0.3	-0.5	-8	1

As entered above:
COc1cccc(C2C(C(=O)c3ccc(C)o3)=C(O)C(=O)N2CCN2CCOCC2)c1OC (stereo not given) in PfM18AAP inh shows 22
CCN1C(=O)c2ccc(C(=O)NCc3ccccc3)cc2C1=O in p-CIP stab down shows -12
COCCCn1c(SCC(=O)NCc2ccccc2)nc2ccccc2c1=O in NS3 helicase inh shows -1
Cc1ccc(NC(=O)c2cccs2)cc1NC(=O)c1cccnc1 in IMP-1 inhibitor shows -3.0
CCCc1cc(C(=O)NC2CCCCC2)no1 in IMP-1 inhibitor shows -2.4
COc1ccc(C(C(=O)NC2CCCC2)N(C(=O)c2snc(-c3ccc(F)cc3)c2N)c2ccc(OC)cc2)cc1 (stereo not given) in IDE inh shows 9
O=C1CCC(C(=O)OC(C(=O)c2c[nH]c3ccccc23)c2ccccc2)=NN1 (stereo not given) in PfM18AAP inh shows 0

An excerpt from above in order of their number in IDE act, low to high.
Molecule	IDE act
O=C1CCC(C(=O)Nc2ccc(OC(F)F)cc2)N1 (stereo not given)	-2
Cc1ccc(N2C(=O)NC(C(F)(F)F)(C(F)(F)F)C3=C2CC(C)(C)CC3=O)cc1	1
CCN(C(=O)c1coc(=O)c(Br)c1)c1ccc2c(c1)OCO2	4

The main list resumes, repeating the 4 entries before the break.
SMILES	p-CIP stab down	PfM18AAP inh	FID counter	IDE inh	IDE act	VIM-2 inh	IMP-1 inhibitor	UBC9 SUMO inh	NS3 helicase inh
COc1ccc(C(C(=O)NC2CCCC2)N(C(=O)c2snc(-c3ccc(F)cc3)c2N)c2ccc(OC)cc2)cc1 (stereo not given)	-11	-3	-5	9	4	-0.9	-1.4	5	-12
COc1cccc(C2C(C(=O)c3ccc(C)o3)=C(O)C(=O)N2CCN2CCOCC2)c1OC (stereo not given)	8	22	-17	0	7	-1.1	-0.8	8	1
CC1=NN(c2ccc(C)cc2C)C(=O)C1C(c1ccccc1O)C1C(=O)N(c2ccc(C)cc2C)N=C1C (stereo not given)	4	6	-20	7	5	-3.9	-1.7	41	10
CCN1C(=O)c2ccc(C(=O)NCc3ccccc3)cc2C1=O	-12	2	-2	2	-2	-0.3	-0.5	-8	1
Cc1c(Cl)cccc1NC(=S)N(Cc1cccnc1)Cc1ccccc1Cl	-11	2	-10	-3	-4	-2.1	-4.5	0	4
COc1c(F)c(F)c(C(=O)O)c(Nc2cc(C)cc(C)c2)c1F	-8	-3	-12	-2	-6	-1.7	-1.2	11	-4
Cc1ccc(Cl)cc1N1CCN(C(=O)COc2ccc(S(=O)(=O)NC(C)C)cc2)CC1	-7	0	-36	2	1	-1.1	-0.1	11	-20
CC1CCN(C(=O)CSc2nncn2C)CC1	0	-6	3	10	1	-3.0	-3.0	12	4
CCOCCCn1c(SC(C(=O)Nc2cc(C)ccc2C)c2ccccc2)nnc1-c1ccc(Cl)cc1 (stereo not given)	8	-1	-3	4	-6	0.0	0.7	-19	-3
O=C(CCCN1C(=O)/C(=C/c2ccc3c(c2)OCO3)SC1=S)Nc1cccc(C(=O)O)c1	6	5	-4	0	2	4.8	-0.5	10	-17
O=C(Nc1ccccn1)c1ccc(CN(c2ccccc2)S(=O)(=O)c2ccccc2)cc1	-10	-12	-10	5	4	-0.8	-3.4	2	3
O=C1CCC/C1=C/Nc1cccc(F)c1	-1	24	-5	-3	3	5.3	-0.2	16	14
CC(=O)CC1(O)C(=O)N(Cc2ccccc2)c2ccccc21 (stereo not given)	-11	-3	-4	7	1	1.9	0.2	15	7
CCOC(=O)C1=C(C(F)(F)F)Nc2ncnn2C1c1ccc(OC)c(OC)c1OC (stereo not given)	-8	-4	-11	3	3	-3.3	-1.2	25	-2
CC(=O)C(Cc1cnc(Cl)s1)(Cc1cnc(Cl)s1)C(C)=O	-21	1	-3	10	0	-2.9	-2.7	12	-1
O=C1/C(=C/c2ccc(F)cc2)SC(=S)N1CC(=O)N1CCCCC1c1cccnc1 (stereo not given)	2	-5	-20	7	9	-2.5	-1.0	-9	-12
c1ccc(Cc2nnc3sc(-c4ccccn4)nn23)cc1	2	-1	-14	2	-1	-1.3	-6.4	5	-2
O=C(CN(CCc1ccccc1)S(=O)(=O)c1ccc(Br)cc1)N/N=C/c1ccccc1C(=O)O	13	0	-29	3	10	-0.3	0.0	17	30
COc1ccc(CCNC(=O)Cc2cccc(C(F)(F)F)c2)cc1OC	-6	8	-13	0	4	-1.0	0.7	9	10
CCS(=O)(=O)N1CCN(c2nc(-c3ccccc3)cs2)CC1	40	5	-7	1	-9	-1.4	-1.1	-10	0
CC1=C([N+](=O)[O-])C(c2ccccc2)C2=C(N1)c1ccccc1C2=O (stereo not given)	-3	11	12	-4	4	-1.1	-2.4	2	1
CCC(=O)Nc1c(-c2ccc(Cl)cc2)c(=O)c2ccccc2n1C	-9	0	1	.	2	-3.4	-3.2	18	-2
N=C1C(c2nc3ccccc3s2)=C(O)CN1NC(=O)c1ccccc1[N+](=O)[O-]	-4	1	7	6	3	-2.0	-1.5	35	8
COC(=O)Nc1nc(C)c(C(=O)c2ccccc2)s1	-6	-6	2	1	0	-3.1	-7.0	-4	3
CC(C)c1nnc(NC(=O)CCC(=O)Nc2ccc(F)cc2)s1	10	10	-3	1	3	-2.4	-2.7	-19	-6
COC(=O)c1ccc(COc2ccc3c(C)c(C)c(=O)oc3c2)o1	-9	-9	-3	5	2	0.3	-3.2	22	-1
CSCCC(NC(=O)c1ccco1)C(=O)OCc1cc([N+](=O)[O-])cc2c1OCOC2 (stereo not given)	-1	-9	-6	2	2	-0.9	-1.5	2	1
Cc1cccc(C(=O)NCCN2CCOCC2)c1[N+](=O)[O-]	-16	-2	1	1	28*	-3.9	-2.1	1	2
O=C(Nc1c2c(nn1-c1ccc(F)cc1)CS(=O)C2)c1ccc(S(=O)(=O)N2CCOCC2)cc1 (stereo not given)	6	3	-7	-1	5	-3.0	-2.9	3	-1
O=C(O)C1=C[C@H](c2ccc(Br)cc2)C[C@H](OCc2ccc(CO)cc2)O1	-19	11	-43	6	1	-0.5	-2.6	-10	11
CCOCCn1c(=O)c2c(nc3n2CCCN3CCc2ccccc2)n(C)c1=O	-12	8	-39	-7	1	2.6	1.4	-6	9
COc1ccc2nc(NC(=O)Nc3cccc4ccccc34)sc2c1	-11	-4	-2	-2	-4	-4.2	-3.6	34	-7
N#CC1(NC(=O)CN2CCc3ccccc3C2)CCCC1	6	-10	-1	-3	6	-0.8	-1.7	13	20

Shown as a hit in PfM18AAP inh (from the list above):
SMILES	p-CIP stab down	PfM18AAP inh	IDE inh	IDE act	VIM-2 inh	IMP-1 inhibitor	UBC9 SUMO inh	NS3 helicase inh
Oc1ccc(N2CCN(Cc3c(-c4ccccc4)nc4ccccn34)CC2)cc1	-6	34*	-3	3	0.4	-2.6	-1	0

Screening data (PubChem BioAssay)
